# GPR151 activ – human GPR151 activation; Q8TDV0; PathHunter beta-arrestin GPR151 cells, luminescence; activation, % at 11.2 µM; 1% of 650,000 active; in the data active = activation above about 4.9%;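 note: 0% = median of compound wells and 100% = cells with positive control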
# Target sequence (Q8TDV0 whole entry, looked up): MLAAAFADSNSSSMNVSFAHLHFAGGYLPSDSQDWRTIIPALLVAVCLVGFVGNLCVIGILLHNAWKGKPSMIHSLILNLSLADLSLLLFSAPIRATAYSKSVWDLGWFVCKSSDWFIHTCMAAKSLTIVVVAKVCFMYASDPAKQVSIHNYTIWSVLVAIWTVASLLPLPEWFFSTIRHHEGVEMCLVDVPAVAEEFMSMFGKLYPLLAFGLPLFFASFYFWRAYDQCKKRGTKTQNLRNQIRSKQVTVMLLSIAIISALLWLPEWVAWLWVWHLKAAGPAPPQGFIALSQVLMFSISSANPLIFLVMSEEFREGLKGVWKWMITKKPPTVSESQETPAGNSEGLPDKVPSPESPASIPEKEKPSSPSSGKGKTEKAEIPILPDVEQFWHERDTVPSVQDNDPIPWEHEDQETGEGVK
# MITF primary – inhibitors of human MITF; O75030; AlphaScreen MITF homodimerization, bead proximity signal; inhibition, % at 2.6 µM; 0.91% of 650,000 active; AID 1259374; in the data active = inhibition above about 50%;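 note: 0% = vehicle wells with protein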
# TEAD-YAP inh – TEAD-YAP interaction inhibition; 1.4% of 640,000 active; AID 1259422; HEK-TIYL cells, TEAD-Gal4/YAP UAS-luciferase luminescence; inhibition, % at 9.12 µM; in the data active = inhibition above about 32%;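 note: 0% = median of test compound wells and 100% = reference inhibitor wells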
# FBW7 activator – activators of human E3 ligase FBW7; Q969H0; AlphaScreen FBW7–phospho-cyclin E peptide binding, activator screen; normalized activity (activation), % at 26.1 µM; 0.13% of 650,000 active; AID 1259310; in the data active = normalized activity above about 1.9%;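 note: purified mutant Fbw7 with reduced substrate affinity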
# Target sequence (Q969H0 whole entry, looked up): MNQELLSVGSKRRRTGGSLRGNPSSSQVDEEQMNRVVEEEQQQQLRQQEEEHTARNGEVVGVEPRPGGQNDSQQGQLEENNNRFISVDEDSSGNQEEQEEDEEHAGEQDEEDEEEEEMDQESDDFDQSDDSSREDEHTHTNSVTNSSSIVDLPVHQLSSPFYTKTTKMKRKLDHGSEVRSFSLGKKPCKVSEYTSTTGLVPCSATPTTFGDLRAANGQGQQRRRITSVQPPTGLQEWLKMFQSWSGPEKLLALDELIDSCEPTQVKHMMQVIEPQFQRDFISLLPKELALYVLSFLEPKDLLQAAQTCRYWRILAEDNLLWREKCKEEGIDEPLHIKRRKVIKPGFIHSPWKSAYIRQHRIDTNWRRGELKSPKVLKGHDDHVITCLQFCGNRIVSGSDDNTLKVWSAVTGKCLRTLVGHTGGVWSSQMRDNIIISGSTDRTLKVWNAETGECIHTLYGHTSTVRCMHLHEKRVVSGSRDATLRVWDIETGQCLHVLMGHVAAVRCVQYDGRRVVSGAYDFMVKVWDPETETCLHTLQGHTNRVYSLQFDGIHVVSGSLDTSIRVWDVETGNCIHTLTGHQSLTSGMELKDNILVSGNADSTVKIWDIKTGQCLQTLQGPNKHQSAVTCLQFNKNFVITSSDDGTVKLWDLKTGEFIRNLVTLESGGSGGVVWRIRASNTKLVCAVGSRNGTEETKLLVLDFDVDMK
# The depositor's hits bear a star; & = joins results of further samples. The order is random, and some 3.5% of all compounds hit somewhere here.
SMILES,GPR151 activ,MITF primary,TEAD-YAP inh,FBW7 activator
Cc1cc(NC(=O)c2cccs2)ncc1NC(=O)C(C)(C)C,-4.5,6,21,0.3
O=C(O)CCC(=O)N1CCC(n2nnc3cc(C(F)(F)F)ccc32)CC1,-0.1,6,0,-0.1
CC(Cc1cnccn1)NC(=O)c1cc(COc2ccc(F)cc2F)on1 (stereo not drawn),1.4,-6,1,0.5
CCc1c(C)nc(SCC(=O)N2C(C)CCCC2C)[nH]c1=O (stereo not drawn),-1.6,-11,-1,0.1
COc1cccc(CC(=O)N2CCN(c3ncccn3)CC2)c1,-0.3,16,-1,0.0
COc1ccc(CCNc2cc(Nc3ccncn3)ncn2)cc1,-0.5,13,6,0.1
O=C(Nc1nc(-c2cccc([N+](=O)[O-])c2)cs1)c1ccc(S(=O)(=O)N2CCCC2)cc1,0.3,-7,7,-0.1
CCOC(=O)CC1C(=O)NCCN1Cc1ccc(OC)cc1OC (stereo not drawn),1.1,1,-4,0.0
O=c1/c(=C/c2ccccc2Oc2ccccc2)sc2nc3ccccc3n12,-1.0,-3,7,0.0
COc1ccc(-c2csc3ncn(N)c(=O)c23)cc1,-0.1,11,7,-0.1
CCN(C(=O)c1cc2c(=O)n3cccc(C)c3nc2n1C)C1CCCCC1,-0.5,1,-5,0.0
CCOc1ccc(N(CC(=O)Nc2ccccc2Cl)S(C)(=O)=O)cc1,0.2,6,5,0.0
CCSCCOC(=O)C1=C(C)NC2=C(C(=O)CC(c3cccs3)C2)C1c1ccc(Cl)c(Cl)c1 (stereo not drawn),-0.9,-15,-5,0.3
CCOc1ccc(-n2c(CNC(=O)c3ccccc3)nnc2SCC(=O)N2N=C(c3cccs3)CC2c2ccc(F)cc2)cc1 (stereo not drawn),0.3,-9,-4,-0.1
O=c1[nH]c(=S)[nH]c(O)c1C=Nc1ccccc1Cl,1.6,-5,-2,-0.2
Cc1cc(C)c(C(=O)CC2(O)C(=O)N(CCc3ccccc3)c3ccccc32)c(C)c1 (stereo not drawn),1.1,19,5,0.6
CCCCn1c(SCc2nc(N)nc(N3CCOCC3)n2)nc2c1c(=O)n(C)c(=O)n2C,-1.1,-4,1,-0.2
COc1ccc(C2Nc3ccccc3NC3=C2C(=O)CC(c2cccs2)C3)c(OC)c1 (stereo not drawn),1.9,15,0,-0.1
CCCNC(=O)C(CC)NS(=O)(=O)c1ccc(OC)cc1 (stereo not drawn),-1.6,-4,1,0.1
COc1ccc(/C=C(\C#N)C(=O)Nc2ccc(S(=O)(=O)Nc3nccs3)cc2)cc1,0.1,0,-3,0.2
CCOc1cccc2c1OC(c1cccc(Cl)c1)N1N=C(c3cccs3)CC21 (stereo not drawn),2.4,-2,-68,-0.2
CCOC(=O)N1CCC(N2Cc3cccc(C(=O)Nc4ccc(C(C)=O)cc4)c3C2=O)CC1,1.6,9,-6,0.1
O=C(Nc1cc(C(F)(F)F)ccc1-n1ccnc1)c1cc([N+](=O)[O-])cc([N+](=O)[O-])c1,2.1,11,3,0.2
CC(=O)N1CCc2cccc(NC(=O)c3cc(Cl)nc(Cl)c3)c21,0.5,-11,-7,0.1
CC(=O)Nc1ccc(S(=O)(=O)N2CCSC2c2ccc(Cl)cc2)cc1 (stereo not drawn),0.1,15,18,0.1

# Grouped by structure, the entries above containing four or more nitrogen atoms
SMILES,GPR151 activ,MITF primary,TEAD-YAP inh,FBW7 activator
O=C(O)CCC(=O)N1CCC(n2nnc3cc(C(F)(F)F)ccc32)CC1,-0.1,6,0,-0.1
CC(Cc1cnccn1)NC(=O)c1cc(COc2ccc(F)cc2F)on1 (stereo not drawn),1.4,-6,1,0.5
COc1cccc(CC(=O)N2CCN(c3ncccn3)CC2)c1,-0.3,16,-1,0.0
COc1ccc(CCNc2cc(Nc3ccncn3)ncn2)cc1,-0.5,13,6,0.1
O=C(Nc1nc(-c2cccc([N+](=O)[O-])c2)cs1)c1ccc(S(=O)(=O)N2CCCC2)cc1,0.3,-7,7,-0.1
CCN(C(=O)c1cc2c(=O)n3cccc(C)c3nc2n1C)C1CCCCC1,-0.5,1,-5,0.0
CCOc1ccc(-n2c(CNC(=O)c3ccccc3)nnc2SCC(=O)N2N=C(c3cccs3)CC2c2ccc(F)cc2)cc1 (stereo not drawn),0.3,-9,-4,-0.1
CCCCn1c(SCc2nc(N)nc(N3CCOCC3)n2)nc2c1c(=O)n(C)c(=O)n2C,-1.1,-4,1,-0.2
COc1ccc(/C=C(\C#N)C(=O)Nc2ccc(S(=O)(=O)Nc3nccs3)cc2)cc1,0.1,0,-3,0.2
O=C(Nc1cc(C(F)(F)F)ccc1-n1ccnc1)c1cc([N+](=O)[O-])cc([N+](=O)[O-])c1,2.1,11,3,0.2

# Remaining list, next part:
SMILES,GPR151 activ,MITF primary,TEAD-YAP inh,FBW7 activator
COc1ccc(CCN(C)C2CCCN(S(=O)(=O)c3cccnc3)C2)cc1OC (stereo not drawn),-0.4,5,-2,-0.1
CCOc1cc(C(=O)NNC(=S)Nc2ccc3c(c2)OCO3)cc(OCC)c1OCC,-2.0,10,11,0.4
CCCCOc1ccc(C(=O)Nc2ccc3oc(-c4ccccc4F)nc3c2)cc1,1.2,-6,5,0.1
N#Cc1nc(COc2ccc(Cl)cc2)oc1N1CCOCC1,0.0,8,-2,-0.1
CSc1ccc(/C=C/C(=O)Nc2ccc(S(=O)(=O)NCc3ccco3)cc2)cc1,-0.3,4,5,0.0
Cc1ccc(/C=C/C(=O)Nc2ccc(Br)cc2)o1,1.0,-9,-59,0.0
O=C(O)CCCC(=O)Nc1ccccc1[N+](=O)[O-],0.5,-1,10,-0.1
CCCCNC(=O)CSc1nc2ccc(NC(=O)c3ccccc3C)cc2s1,-0.6,10,-20,-0.1
Nc1c(S(=O)(=O)O)cc2c3c(cccc13)C(=O)N(CCCO)C2=O,0.6,-5,5,-0.2
Cc1ccc(-c2[nH]ncc2CNc2nc3ccccc3n2C)cc1,-2.0,15,11,0.1
CCC1C(=O)C(C)(C)C(=O)OC1c1ccccc1[N+](=O)[O-] (stereo not drawn),0.8,-3,-4,-0.3
O=C1NN(c2ccccc2)C(=O)/C1=C\c1cccn1-c1ccc(Cl)c([N+](=O)[O-])c1,-0.8,22,17,-0.3
Cc1cc(=O)nc2c3ccccc3n(CC(=O)NC3CCCCC3)n12,-0.2,8,6,0.1
CCOC(=O)c1cnc2cc(C(F)(F)F)ccc2c1N1CCCCCC1,0.5,7,-17,0.2
CCCN1C(=O)CC(C(=O)OC)C12CCN(Cc1ccc(CC)cc1)CC2 (stereo not drawn),-0.8,-21,8,0.3
COc1ccccc1CN1CCNC(=O)C1CC(=O)O (stereo not drawn),-0.5,3,-1,-0.1
CCOC(=O)c1sc2nc(SCC(=O)Nc3ccc(N(C)C)cc3)n(Cc3ccc4c(c3)OCO4)c(=O)c2c1C,-0.1,10,-23,-0.1
Cc1oc(-c2ccccc2)cc1C(=O)NCc1ccc2c(c1)OCO2,1.1,5,-5,0.0
O=C(NC1=NCCS1)c1cnc(Cl)c(Cl)c1,-2.4,-12,-59,0.1
CCOC(=O)c1ccc(-n2c(=S)sc3c2nc(SCC(=O)Nc2nccs2)n2c4ccccc4nc32)cc1,0.8,-7,-11,0.1
CCOC(=O)c1ccc(-n2c(=S)sc3c(=O)n(Cc4ccco4)c(SCC(=O)C(C)(C)C)nc32)cc1,-0.2,-10,-4,0.0
COC(=O)CC1=C(C(=O)OC)C(c2ccc(O)c(OC)c2)C(C#N)=C(N)O1 (stereo not drawn),-0.3,9,2,-0.2
CSc1ccc(CC(=O)N(Cc2ccncc2)c2nc3c(C)cccc3s2)cc1,0.0,0,-8,0.1
Fc1ccc(-n2cc(-c3ccccc3)c3c(N4CCCCCC4)ncnc32)cc1,4.0,-11,-8,1.3
CC(=O)N1CCN(c2nc(N)c(C#N)c(CC#N)c2C#N)CC1,0.3,6,5,0.3
# Carrying on:
SMILES,GPR151 activ,MITF primary,TEAD-YAP inh,FBW7 activator
COc1ccc(NC(=O)/C(C#N)=C\c2cc(C)n(-c3ccc([N+](=O)[O-])cc3)c2C)cc1,-1.0,-30,8,0.0
COC(=O)[C@@H]1CCCN1C(=O)CCN1Cc2ccc(OC)cc2OC(C)C1 (stereo partly drawn),0.5,-13,-15,-0.2
CCc1ccccc1N=C(CCC(=O)O)C(=O)O,-1.7,-3,17,0.0
COc1ccc(C2C(C#N)=C(N)Oc3n[nH]c(C(C)(C)C)c32)c(OC)c1OC (stereo not drawn),1.1,3,5,-0.1
O=C(CCCCC(=O)N/N=C/c1ccc(O)cc1O)N/N=C/c1ccc(O)cc1O,0.2,13,-1,-0.8
CC1=C(C(=O)OC2CCCC2)C(c2cccc([N+](=O)[O-])c2)CC(=O)N1 (stereo not drawn),-0.3,12,8,0.0
N#Cc1c(N(CCO)CCO)nc(N)c2c(N)nc3c(c12)CC(=O)N3CC1CCCO1 (stereo not drawn),-0.9,18,7,-0.1
CC(=O)c1ccc(N2CCN(C(=O)NC34CC5CC(CC(C5)C3)C4)CC2)cc1,2.3,14,-3,0.0
Cc1nc(CNC(=O)CCc2nnc(CCCCc3ccccc3)o2)cs1,0.1,6,-8,-0.1
Cc1ccc(CSc2nc3c(c(=O)[nH]c(=O)n3C)n2CC(N)=O)cc1,0.3,-13,-9,-0.1
CN(C)c1ccc(/C=C2\Sc3ccccc3C2=O)cc1,-0.8,21,-11,-0.1
COc1cc(NC(=O)CS)cc(OC)c1,0.1,-4,12,-0.4
COC(=O)c1ccc(C(=O)OC)c(NC(=O)c2cnccn2)c1,-1.0,16,-12,0.0
CCCCNS(=O)(=O)c1ccccc1[N+](=O)[O-],0.4,4,2,-0.1
O=c1/c(=C\c2ccc(Cl)cc2)sc2nc3ccccc3n12,0.6,1,-1,0.0
COC(=O)C1=NNC2(C)C(=O)N(c3ccc([N+](=O)[O-])cc3)C(=O)C12 (stereo not drawn),0.9,-10,7,-0.1
C/C(=N/NC(=O)c1cc(O)c(O)c(O)c1)c1ccccc1O,0.0,22,-2,-0.3
CCOC(=O)c1c(NC(=O)CSc2nnc(CNC(=O)c3cccc(C)c3)n2-c2cccc(C)c2C)sc2c1CCC2,-1.7,3,-1,0.2
CN(C)S(=O)(=O)c1ccc(CN)cc1,1.9,3,-4,0.1
CCOc1ccc2nc(/N=C(\N)NC(=O)c3ccccc3NC)nc(C)c2c1,1.3&1.5,18&9,7&7,0.1&0.3
CC(=O)c1ccc(NC(=O)COc2ccccc2[N+](=O)[O-])cc1,-0.2,-5,-32,-0.3
C[C@@H](CNc1nccc(Nc2ccncn2)n1)c1ccccc1,0.4,11,-2,-0.2
COc1ccc(-c2cn3c(n2)CCC3)cc1,-4.0,7,-75,0.1
Cc1ccc(C)c(S(=O)(=O)N2CCN3C(=O)[C@@H]4C[C@@H](O)CN4C(=O)[C@H]3C2)c1,-1.4,14,2,-0.1
CC(=O)Oc1ccc(/C=C2\N=C(c3ccc(Cl)cc3)OC2=O)cc1OC(C)=O,0.0,14,1,0.0
# The list goes on.
SMILES,GPR151 activ,MITF primary,TEAD-YAP inh,FBW7 activator
CN(C)CCCNc1ncnc2scc(-c3ccc(F)cc3)c12,-0.4,6,5,0.0
CC1(C)CC(=O)C(=Cc2cn(CCC#N)nc2-c2ccccc2)C(=O)C1,-0.4,11,2,0.2
CC(C)C(=O)N1c2ccccc2NC2=C(C(=O)CC(C)(C)C2)C1c1ccc2c(c1)OCO2 (stereo not drawn),-1.4,17,3,0.0
COc1cc(-c2nc3c(c(-c4ccccc4)nn3-c3ccccc3)c3cc(OC)c(OC)cc23)ccc1O,-0.4,-9,3,0.0
COc1cc(OC)cc(C(=O)NCc2n[nH]c(=S)n2-c2ccccc2)c1,-0.6,5,-2,0.3
CC(=O)Nc1ccc(S(=O)(=O)N2CCN(C(=O)c3cccc(Cl)c3)CC2)cc1,2.4,-5,17,0.0
CCOC(=O)c1ccccc1Nc1nc2ccccc2n2c(C)nnc12,0.1,5,0,0.0
Cc1cccc(S(=O)(=O)NCc2ccsc2)c1,-0.9,6,2,-0.1
O=C(CN1C(=O)NC2(CCc3ccccc32)C1=O)N1CCN(c2ccccc2Cl)CC1 (stereo not drawn),-0.9,2,-1,-0.2
Cc1cccc(NC(=O)c2cc(Br)ccc2Cl)n1,-0.1,8,1,0.1
CC(=O)N1N=C(c2ccc(C)c(Cl)c2)OC1(C)C,-1.4,8,16,0.4
CN(C)S(=O)(=O)c1ccc(C(=O)OCCCC(=O)c2ccc(F)cc2)cc1,11*,10,-5,0.3
CCc1ccc(-n2c(C)nc3cc(C(=O)NC4CCCC4)ccc32)cc1,-2.3,19,8,0.1
O=C1OC(c2cccc(F)c2)=N/C1=C\c1ccc(F)cc1,1.6,-5,-2,-0.1
Cc1nnc(SCC(=O)NC2CCCCC2)n1CCc1ccccc1,1.5,11,4,0.1
Cc1ccc2nc(-c3ccc([N+](=O)[O-])cc3)cc(-c3ccccc3)c2c1,-0.2,8,9,-0.1
COc1ccc(NC(=O)CN2CCC(O)(c3nccn3C)CC2)cc1,-0.2,19,5,0.7
CC(C)(C)C(=O)NC1CCN(C(=O)NCc2ccccc2)CC1,-0.6,6,7,0.1
O=C(NCC(c1cccs1)S(=O)(=O)c1ccc(Cl)cc1)C1CC1 (stereo not drawn),-0.4,14,4,1.3
CC1=C(C(=O)Nc2ccccn2)C(c2cccc([N+](=O)[O-])c2)n2ncnc2N1 (stereo not drawn),1.9,15,-4,0.3
Cc1cc(N2CCOCC2)nc2ccc(NC(=O)c3ccccn3)cc12,-1.1,10,-23,-0.1
Clc1ccc(Nc2nc(-c3ccncc3)nc3ccccc23)cc1,-0.5,10,-5,0.2
O=C(O)C1CC(=O)N(C2CCCCCC2)C1 (stereo not drawn),-0.7,14,4,0.2

# Assay outcomes deposited in PubChem BioAssay by The Scripps Research Institute Molecular Screening Center.
